Assay outcomes (PubChem BioAssay)
A350 autofl = compound fluoresces in the Alexa 350 spectral region | Compound autofluorescence, 340/450 nm, Alexa 350 dye-equivalents; active compounds read high | max dye-equivalent concentration, M | hit rate 11% among 59,000 | AID 590; in the data active = max dye-equivalent concentration above about 10 nM; inconclusive = mostly about 1.1 nM to 9.6 nM
HEK293 cAMP ctrl = parental HEK293 cAMP activation (counter-screen) | parental HEK293 CNG cAMP sensor, membrane potential fluorescence | Potency, µM (series often up to 57.1 µM), for inactives: at the top dose activation, most hits filed as activators | hit rate 2.5% among 73,000 | AID 938; also: potency is read from the fitted curve at half-maximal effect; % of control where 0% means no effect; nearly all actives have a fitted effect of over 55% in size
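Parental HEK 293 cells stably expressing a modified CNG channel (no TSHR) report cAMP rise as membrane depolarization. Membrane potential dye with 100 uM RO 20-1724 was loaded for 60 min at room temperature, then compound added for 30 min; fluorescence read at 590 nm.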
BRCT inh red = inhibitors of human BRCA1 BRCT-phosphoprotein interaction (red fluorophore); BRCT-phosphopeptide binding, red fluorescence polarization; Potency, µM (highest dose often 76.9 µM), for inactives: top-dose activity change, negative = inhibition, most hits filed as inhibitors; AID 892; hit rate 0.03% among 75,000; P38398; also: % is scaled to controls: 0 for no effect and ±100 for the full control effect
Target sequence (P38398 whole entry, looked up): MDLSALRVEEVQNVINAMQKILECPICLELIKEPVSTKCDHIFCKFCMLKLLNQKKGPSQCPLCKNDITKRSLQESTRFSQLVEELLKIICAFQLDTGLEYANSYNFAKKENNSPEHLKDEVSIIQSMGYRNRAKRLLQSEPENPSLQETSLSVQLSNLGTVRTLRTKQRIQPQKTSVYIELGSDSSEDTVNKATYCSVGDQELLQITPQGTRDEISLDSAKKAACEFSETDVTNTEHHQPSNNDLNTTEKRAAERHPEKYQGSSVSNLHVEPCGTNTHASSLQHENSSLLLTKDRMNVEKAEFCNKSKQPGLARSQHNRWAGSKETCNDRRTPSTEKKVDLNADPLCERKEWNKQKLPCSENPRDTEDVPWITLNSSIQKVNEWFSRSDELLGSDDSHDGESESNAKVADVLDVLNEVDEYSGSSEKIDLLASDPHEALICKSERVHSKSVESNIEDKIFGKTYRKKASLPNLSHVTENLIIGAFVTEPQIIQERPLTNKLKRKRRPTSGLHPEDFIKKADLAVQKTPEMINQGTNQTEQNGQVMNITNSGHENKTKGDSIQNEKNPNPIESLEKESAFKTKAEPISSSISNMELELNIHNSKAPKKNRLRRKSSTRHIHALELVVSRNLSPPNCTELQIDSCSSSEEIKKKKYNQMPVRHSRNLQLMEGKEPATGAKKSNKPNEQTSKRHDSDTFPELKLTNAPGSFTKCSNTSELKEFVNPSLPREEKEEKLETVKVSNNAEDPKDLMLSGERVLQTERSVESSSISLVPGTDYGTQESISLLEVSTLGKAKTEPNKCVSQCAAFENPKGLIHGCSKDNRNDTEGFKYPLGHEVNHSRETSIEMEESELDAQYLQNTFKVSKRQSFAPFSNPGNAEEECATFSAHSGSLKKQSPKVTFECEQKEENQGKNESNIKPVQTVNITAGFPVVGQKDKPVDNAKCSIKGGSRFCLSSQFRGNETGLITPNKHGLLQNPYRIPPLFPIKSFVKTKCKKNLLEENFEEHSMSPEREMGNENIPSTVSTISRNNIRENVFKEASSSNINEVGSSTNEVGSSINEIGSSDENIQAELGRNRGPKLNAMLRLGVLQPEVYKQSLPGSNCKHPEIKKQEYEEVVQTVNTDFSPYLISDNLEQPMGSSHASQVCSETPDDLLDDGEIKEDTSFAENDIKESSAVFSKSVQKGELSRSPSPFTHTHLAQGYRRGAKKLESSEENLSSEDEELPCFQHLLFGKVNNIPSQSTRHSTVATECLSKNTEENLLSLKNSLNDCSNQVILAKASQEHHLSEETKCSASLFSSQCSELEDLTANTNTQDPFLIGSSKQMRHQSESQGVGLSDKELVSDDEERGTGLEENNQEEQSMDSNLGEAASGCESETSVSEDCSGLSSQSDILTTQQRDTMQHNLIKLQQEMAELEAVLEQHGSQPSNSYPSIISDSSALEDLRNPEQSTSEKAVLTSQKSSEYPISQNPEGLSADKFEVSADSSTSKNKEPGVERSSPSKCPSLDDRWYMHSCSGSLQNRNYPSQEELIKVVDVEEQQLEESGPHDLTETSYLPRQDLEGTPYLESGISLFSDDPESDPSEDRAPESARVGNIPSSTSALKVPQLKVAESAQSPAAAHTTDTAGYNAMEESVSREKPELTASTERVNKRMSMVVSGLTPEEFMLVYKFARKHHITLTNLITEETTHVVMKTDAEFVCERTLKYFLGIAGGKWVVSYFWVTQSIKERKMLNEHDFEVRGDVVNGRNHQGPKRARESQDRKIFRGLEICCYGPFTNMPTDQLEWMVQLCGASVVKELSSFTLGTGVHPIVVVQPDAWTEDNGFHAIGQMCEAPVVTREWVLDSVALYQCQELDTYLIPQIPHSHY
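Fluorescence polarization: 100 nM His-tagged BRCA1 BRCT with 100 nM TAMRA-labelled phospho-BACH1 decapeptide, phosphate buffer pH 7.3 with 150 mM NaCl, DTT, 0.01% Tween 20; 12 min RT. Binding inhibition seen as FP decrease.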
Fluorescein fluor = fluorescein region autofluorescence; Compound autofluorescence, 480/540 nm, fluorescein-equivalent; active compounds read high; max fluorescein-equivalent concentration, M; hit rate 0.91% among 59,000; in the data active = max fluorescein-equivalent concentration above about 10 nM; inconclusive = between about 1.1 nM and that limit
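Spectral profiling of library compounds in the fluorescein window (480 nm excitation, 540 nm emission) after 15 min at room temperature in pH 8.0 Tris (100 mM). Values are dye-equivalent concentrations.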
Ub-GFP proteasome = inhibits proteasome, raising ubiquitin-GFP reporter fluorescence; Ubiquitin-GFP reporter cells, proteasome inhibition, GFP fluorescence; response scale: untreated = 0%, 10 µM MG-132 = 100%; Potency, µM (doses to about 45.9 µM), for inactives: at the top dose activation (GFP accumulation), usual class: activators; 67,000 tested, under 10 active; active = well fitted activation curve with a large enough effect, not every such curve was filed as active; inconclusive = small, poorly fitted or top-dose-only effect, or another doubt; inactive = no such curve, though single readings can be large or run the other way; also: potency is read from the fitted curve at half-maximal effect
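Reporter cells (U2OS, ubiquitin-G76V-GFP fusion) are plated overnight, then treated 4 hr at 37 °C with compound titrations from 46 uM down to 2.9 nM. Activity is scaled against untreated cells and 10 uM MG-132.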
Caspase-1 inhib = blocks human caspase-1 allosterically or competitively; Potency, µM (series often up to 57.5 µM), without a hit: top-dose activity change, negative = inhibition, usual class: inhibitors; P29466; hit rate 0.03% among 75,000; Caspase-1 enzyme, Ac-WEHD-AFC fluorogenic rate;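 also: potency is read from the fitted curve at half-maximal effect; plate controls were vehicle for no effect and no substrate for full effect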
BRCT inh green = blocks human BRCA1 BRCT binding to phosphopeptide, green readout. Potency, µM (highest dose often 76.9 µM), without a hit: at the top dose activity change, negative = inhibition, usual class: inhibitors. hit rate 0.05% among 75,000. P38398. AID 875. BRCA1 BRCT-phosphopeptide binding, green fluorescence polarization;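 also: potency is read from the fitted curve at half-maximal effect; plate controls were peptide without protein for full effect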
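Fluorescence polarization: His-tagged BRCT (~35 kDa BRCA1 C-terminus, 250 nM) bound to 100 nM fluorescein-labeled phosphorylated 10-aa BACH1 peptide, pH 7.3 phosphate buffer with DTT and Tween 20. Compounds incubated 12 min at room temperature; inhibition read as lowered polarization.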
Caspase-7 inhib = allosteric or competitive inhibitors of human caspase-7. Potency, µM (titrated, usually from 57.5 µM), for the others: at the top dose activity change, negative = inhibition, actives largely listed as inhibitors. hit rate 0.02% among 75,000. P55210. AID 889. recombinant caspase-7, Ac-DEVD-AFC fluorescence rate; active = well fitted inhibition curve with a large enough effect in the main read-out, with a control signal flat, not every such curve was filed as active; inconclusive = small, poorly fitted or top-dose-only effect, or a change in a side signal; also: potency is read from the fitted curve at half-maximal effect; % of control where 0% means no effect
USP2a inh = inhibitors of human ubiquitin-specific protease USP2a | Potency, µM (titrated, usually from 38.3 µM), inactives show top-dose activity change, negative = inhibition, actives largely listed as inhibitors | USP2a enzymatic assay, qHTS inhibition | AID 927 | O75604 | hit rate 0.1% among 60,000;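 also: potency is read from the fitted curve at half-maximal effect; nearly all actives have a fitted effect of over 60% in size; plate controls were DMSO for no effect and NEM full inhibition control for full effect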
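USP2 core (20nM final) preincubated 30 min RT with compound, then Ub-PLA2 20nM and NBD C6-HPC 20uM final added; buffer 20mM Tris-HCl pH 8.0, 2mM CaCl2. Fluorescence Ex 460/Em 535 read at 0 and 2.5 h; normalized to NEM.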
4-MU autofl = compound fluoresces in the 4-MU spectral region | compound autofluorescence, 340/450 nm, 4-MU equivalents; active compounds read high | max dye-equivalent concentration, M | hit rate 11% among 59,000 | AID 589; in the data active = max dye-equivalent concentration above about 10 nM; inconclusive = mostly about 1.1 nM to 9.6 nM
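Intrinsic fluorescence at 340/450 nm (ex/em) was read after 15 min at room temperature in pH 8.0, 100 mM Tris. Each compound concentration expressed as 4-MU-equivalent concentration from a six-point 4-MU standard series on each plate.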
Epigenetic mod = epigenetic GFP locus derepression in mouse cells. mouse C127i GFP locus derepression, cytometry, 30 h. Potency, µM (top dose mostly 46.1 µM), for inactives: at the top dose GFP derepression (activation). hit rate 0.09% among 68,000. AID 597; also: % of control where 0% means no effect
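Read-out is the number of GFP-positive cells, scored as fluorescent objects 20 to 120 um wide, reflecting derepression of a silenced CMV-GFP reporter in murine C127i cells after 30 h compound exposure at 37 C.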
* = called active by the depositor; i = inactive; ? = inconclusive; / = no result given; & = joins results of further samples; [ ] = dose if it differs, or a comment. Unless noted, calls follow the shape of the dose curve; as a rule, active = well fitted curve in the direction sought with a large enough effect; inconclusive = small, poorly fitted or top-dose-only effect, or another doubt; inactive = no such curve, though single readings can be large; an effect the other way counts as inactive or inconclusive.

SMILES	A350 autofl	HEK293 cAMP ctrl	BRCT inh red	Fluorescein fluor	Ub-GFP proteasome	Caspase-1 inhib	BRCT inh green	Caspase-7 inhib	USP2a inh	4-MU autofl	Epigenetic mod
COc1cccc(OCC(=O)N2CCN(C)CC2)c1	/	6%	0.4%	/	11%	-1%	-1.5%	0%	/	/	9%
CCC(=NCc1ccco1)c1c(O)n(C2CCCCC2)c(=O)[nH]c1=O	i	29%	-0.7%	?	3%	-3%	9.5%	-6%	13%	i	0%
O=C(C(Cc1ccccc1)NS(=O)(=O)c1cccc2nsnc12)N1CCC2(CC1)OCCO2 (configuration not stated)	i	8%	-1.6%	?	0%	0%	-3.1%	-1%	14%	i	5%
Cc1nc2ccccc2c(=O)n1-c1ccccn1	/	4%	-0.8%	/	/	0%	-3.7%	0%	/	/	/
CCOc1ccc(Cn2c(=O)oc3ccc(C)cc32)cc1OC	i	?	-2.6%	i	7%	-3%	-0.6%	-1%	2%	i	1%
Cc1ccc2c(C)cccc2c1	/	3%	0.4%	/	/	1%	0.7%	-1%	/	/	/
CC[N@+]1(C)CCC[C@@H](OC(=O)C(O)(c2ccccc2)c2ccccc2)C1	?	-1%[25.6 µM]	-2.2%[34.4 µM]	?	2%[20.5 µM]	2%[25.7 µM]	-0.5%[34.4 µM]	-1%[25.7 µM]	-11%[17.1 µM]	?	-2%[20.6 µM]
O=C(CCc1nc(-c2ccccc2F)no1)N1CCC2(CC1)OCCO2	i	22%	-0.1%	i	-6%	0%	-2.5%	1%	0%	i	-3%
CCC1=C(C[C@H]2NCCc3cc(OC)c(OC)cc32)C[C@H]2c3ccccc3CCN2C1	?	?	-3.7%[15.4 µM]	i	1%[9.17 µM]	-2%[11.5 µM]	-1.3%[15.4 µM]	-1%[11.5 µM]	/	?	2%[9.22 µM]
CC(C)CON=O	/	26%	-0.8%	/	/	-1%	0.3%	-1%	/	/	/
COC(=O)c1cn(CCOc2ccccc2)c2ccccc12	i	20µM*	-1.6%	i	-1%	-3%	-4.4%	-2%	-14%	i	-2%
O=C1CC(=O)N(c2ccc3c(c2)OCO3)C(=O)N1	i	4%	-1.5%	i	0%	2%	1.5%	0%	-7%	i	5%
c1ccc(N2CCC3(CCNCC3)CC2)cc1	i	-12%	0.7%	i	-5%	-2%	-2.1%	0%	36%[activator]	i	9%[9.22 µM]
CCN1C[C@@]2(C)CC[C@H](O)[C@@]34[C@@H]5C[C@H]6[C@H](O)[C@@H]5[C@](O)(C[C@@H]6OC)[C@H](C[C@@H]23)[C@H]14	i	1%	/	i	1%	/	/	/	/	i	0%[9.22 µM]
COc1ccc(C=O)cc1	/	?	-0.2%	/	/	-2%	0.6%	2%	/	/	/
O=P1(NC2CCCC2)COc2ccccc2OC1	i	?	0.3%	i	-5%	-1%	-1.1%	-1%	0%	i	6%
O=[As](O)(O)c1ccc(NCc2ccccc2)cc1	i	-3%[11.4 µM]	1.3%[15.4 µM]	?	-2%[9.17 µM]	0%[11.5 µM]	-0.8%[15.4 µM]	-1%[11.5 µM]	/	i	2%[9.22 µM]
O=c1cccc2n1CC1CC2CN(Cc2ccc3c(c2)OCO3)C1 (configuration not stated)	/	5%	-0.6%	/	-17%	2%	0.5%	1%	2%	/	-2%
O=C(c1ccc(Cl)cc1)C12CN3CN(CN(C3)C1)C2	i	3%	-3.3%	i	2%	-1%	-0.5%	1%	/	i	1%
CN(C)[C@@H]1C(=O)C(C(N)=O)=C(O)[C@]2(O)C(=O)C3=C(O)c4c(O)cccc4[C@@](C)(O)[C@H]3[C@H](O)[C@@H]12	2.9e-08M*	2%[25.6 µM]	-8.4%[34.4 µM]	?	-7%[20.5 µM]	1%[25.7 µM]	32%[activator][34.4 µM]	-9%[25.7 µM]	8%[17.1 µM]	3e-08M*	1%[20.6 µM]
CN1CCN(CC(=O)Nc2ccc(Cl)cc2C(=O)c2ccccc2)CC1	?	9%	0.9%	?	-5%	0%	-1.2%	2%	16%	i	-2%
Oc1ccccc1Cl	/	19%	0.2%	/	/	1%	-3.2%	1%	/	/	/
OCCCBr	/	3%	0.1%	/	/	0%	-1.1%	0%	/	/	/
Nn1c(CSc2nc3ccccc3o2)nnc1CSc1nc2ccccc2o1	i	?	1.3%	?	3%	0%	-1.0%	-10%	25%	i	-3%
CCCCC1(C2CCCC2)Cc2cc(OCCCC(=O)O)c(Cl)c(Cl)c2C1=O (configuration not stated)	/	?	1.3%	/	/	-6%	2.4%	-9%	/	/	/
Cc1cccc(CS(=O)(=O)Cc2ccc(C(=O)N3CCC4(CC3)OCCO4)o2)c1	i	4%	0.4%	i	2%	0%	-2.9%	-1%	9%	i	4%
CCOc1ccc(-n2c(O)c(C=NCCN(CC)CC)c(=O)[nH]c2=O)cc1	/	4%	-2.1%	/	12%	0%	0.6%	0%	2%	/	-2%
CC(C)c1cccc(C(C)C)c1OCCn1ccnc1	i	?	0.1%	i	-5%	1%	1.8%	0%	3%	i	0%
O=C(Oc1ccccc1)N1CCC2(CCN(Cc3ccncc3)CC2)CC1	i	-12%	0.4%	i	1%	-2%	-1.5%	0%	7%	i	-7%[9.22 µM]
O=C(COc1ccc(Br)cc1)N1CCN(C2CCCC2)CC1	/	14%	1.5%	/	-6%	0%	-0.6%	-1%	1%	/	5%
CNC(=O)ON(C(=O)NC)C1N(C)C(=S)SC1(C)C (configuration not stated)	i	12%	0.5%	?	-3%	2%	-0.7%	2%	8%	i	-2%
CC([C@H](O)c1ccccc1)N(C)C (some centres not stated)	/	/	1.5%	/	/	-3%	-0.6%	1%	-4%	/	/
Cc1ccc(OCC(=O)N2CCN(CC3CC4C=CC3C4)CC2)cc1 (configuration not stated)	i	28%	-0.8%	i	4%	-1%	0.2%	-1%	10%	i	2%
C[C@@H]1O[C@H](O[C@@H]2CC[C@@]3(C=O)[C@H]4CC[C@@]5(C)[C@@H](C6=CC(=O)OC6)CC[C@@]5(O)[C@@H]4CC[C@]3(O)C2)C[C@H](O)[C@@H]1O	?	13%[25.6 µM]	0.3%[34.4 µM]	?	-2%[20.5 µM]	-6%[25.7 µM]	-2.6%[34.4 µM]	4%[25.7 µM]	-6%[17.1 µM]	i	3%[20.6 µM]
O=C(c1cc(-c2cccnc2)nc2ccc(Cl)cc12)N1CCC2(CC1)OCCO2	i	19%	0.3%	i	-3%	-1%	-0.1%	-1%	19%	i	7%
CCC(C)N1C(=O)NC(=O)C2(Cc3cc(C)ccc3N(C)C2)C1=O (configuration not stated)	?	1%	0.8%	i	-4%	-2%	0.9%	-3%	16%	?	-2%
Clc1ccc(COC(Cn2ccnc2)c2ccc(Cl)cc2Cl)cc1 (configuration not stated)	i	?	-2.1%&-1.1%	i	/	-6%&-5%	-3.3%[3.08 µM]	-7%&-8%	?	i	-4%[20.6 µM]
CCN[C@]1(c2cccs2)CCCCC1=O	i	6%[25.6 µM]	-0.7%[34.4 µM]	i	8%[20.5 µM]	-1%[25.7 µM]	-2.2%[34.4 µM]	-1%[25.7 µM]	6%[17.1 µM]	i	-2%[20.6 µM]
C[C@@H]1O[C@H](OC2[C@@H](O)[C@H](O)C(O)[C@H](O)[C@H]2O)[C@@H](N)C[C@@H]1N=C(N)C(=O)O (some centres not stated)	i	5%[11.4 µM]	0.6%[15.4 µM]	i	10%[9.17 µM]	2%[11.5 µM]	-1.3%[15.4 µM]	-4%[11.5 µM]	/	i	0%[9.22 µM]
CC(=NCc1cccnc1)c1c(O)n(-c2ccc(C)cc2)c(=O)[nH]c1=O	?	8%	0.4%	i	3%	-1%	-2.2%	1%	-4%	?	0%
CC1CCCC(C2(O)C(=O)Nc3ccccc32)C1=O (configuration not stated)	i	3%	0.1%	?	2%	-1%	-3.0%	0%	3%	i	13%
CC1(C)C(O)CC(O)[C@]2(C)C1CC(O)[C@]1(C)C2CC[C@@]2(C)C(c3ccoc3)OC(=O)C3O[C@]312 (some centres not stated)	/	/	0.1%	/	/	-1%	-0.9%[3.08 µM]	2%	43%[activator]	/	/
Cc1nnc(SCc2nc3ccccc3c(=O)n2-c2ccccc2Cl)n1N	i	-3%	-0.7%	i	10%	0%	2.1%	-1%	6%	i	-3%
CCOC(=O)c1cccc(NC2c3ccccc3C(=O)N2Cc2ccco2)c1 (configuration not stated)	/	?	0.0%	/	0%	-4%	-1.1%	-6%	/	/	-3%
C=CCCN1C[C@@H]2C[C@H](C1)c1cccc(=O)n1C2	i	3%	/	i	0%	/	/	/	/	i	-9%[9.22 µM]
CC(C)c1ccc(OCC(=O)N2CCN(C)CC2)c(Br)c1	i	14%	-0.2%	i	2%	1%	-1.1%	0%	4%	i	6%

These rows are one share of the data; rates above refer to the full screens.
